NCI-60 one-dose screen, 48 h, at 10 µM unless noted. Numbers give growth in % (100 = growth as untreated, 0 = no growth, -100 = all killed).
HOP-62 = HOP-62 NSCLC. 3.9% of 80,000 active. AID 1794735
M14 = M14 melanoma | 6.2% of 80,000 active | AID 1794745
HOP-92 = HOP-92 NSCLC cells | 6.3% of 71,000 active | AID 1794738
MOLT-4 = MOLT-4 leukemia cells | 6.9% of 80,000 active | AID 1794779
CCRF-CEM = CCRF-CEM leukemia; 7% of 77,000 active
RPMI-8226 = RPMI-8226 leukemia cells. 7.5% of 77,000 active
A549/ATCC = A549/ATCC NSCLC | 3.7% of 81,000 active | AID 1794740
EKVX = EKVX NSCLC; 3% of 71,000 active; AID 1794765
An asterisk follows results filed as active; . = not tested or not shown; & = joins results of further samples. The calls were made as follows: active = growth percent below 10; inactive = the rest.

SMILES	HOP-62	M14	HOP-92	MOLT-4	CCRF-CEM	RPMI-8226	A549/ATCC	EKVX
CC(C)NC(=O)OCc1c(COC(=O)NC(C)C)c(-c2ccc(Cl)c(Cl)c2)n2c1C[C@@H](O)C2	90	97	88	117	98	104	103	97
O=C(/C=C/c1ccco1)c1ccc(NC(=O)c2ccccc2CN2C(=O)c3ccccc3C2=O)cc1	102	95	107	82	73	.	96	104
CCC(=O)N1N=C(c2ccc(-n3ccc(C(F)(F)F)n3)c(F)c2)CC1c1ccc[nH]1 (configuration not stated)	106	108	120	104	98	94	103	102
Nc1ccccc1-c1ccc(-c2ccc(O)cc2)c2c1[nH]c1ccccc12	74	58	43	35	24	27	60	59
O=[N+]([O-])c1ccc(Nc2ccncc2)cc1	102	99	102	98	98	95	103	.
CC(C)Sc1nc(-c2ccccc2)c(C#N)c(N2CCOCC2)n1	64	97	73	94	75	91	37	70
CN(Cc1cnc2nc(N)nc(N)c2n1)c1c(Cl)cc(C(=O)NC(CCC(=O)O)C(=O)O)cc1Br (configuration not stated)	30	32	70	24	31	39	23	84
Cc1ccc(-c2nnc3ccc(N/N=C/c4ccccc4)nn23)cc1	88	67	71	.	89	81	93	77
O=C(CSc1ccc(Cl)cc1)Nc1ccccc1	105&107	104&123	88&86	101&88	97&97	90&100	94&91	101
CC[C@H](Nc1ncnc(N)c1C(N)=O)c1nc2cccc(NCc3ccc(C(=O)NO)cc3)c2c(=O)n1-c1ccccc1	78	96	21	68	33	51	98	100
c1ccc(Nc2cc(-c3cccnc3)[nH]n2)cc1	84	117	94	94	106	103	93	98
Cc1cc(C)n(C(=O)COc2ccc3c(C)c(Cc4ccccc4)c(=O)oc3c2C)n1	.	104	95	99	98	99	95	109
Cc1cccc(CN(Nc2ccccc2)c2ccccc2)n1	100	105	65	91	91	96	93	79
COc1ccc2cc(-c3cc4c(oc3=O)-c3ccccc3OC4O)c(=O)oc2c1 (configuration not stated)	91	66	41	61	42	60	79	79
CCCCCn1c(=O)c2c(nc(NCCc3ccc(OC)c(OC)c3)n2C)n(C)c1=O	96	96	83	.	89	77	98	81
COc1cccc(/C=C/C(=O)c2sc(Nc3ccc(O)cc3)nc2C)c1	107	95	107	31	13	4.8*	88	.
COc1ccc(CC(=O)O)cc1	108	104	85	139	114	96	106	100
CO/N=C(/C(=O)NC1C(=O)N2C(C(=O)O)=C(COC(N)=O)CSC12)c1ccco1 (configuration not stated)	112	102	.	111	.	.	101	99
C=CC(=O)N[C@@H](CO)Cc1ccc(-c2cc(F)cc(C(N)=O)c2)cc1	97	99	94	97	90	96	87	93
Cc1nnc2nc(-c3ccc(Cl)cc3)cc(-c3ccco3)n12	99	114	82	104	90	68	126	99
Nc1c[nH]c2ccccc12	88	103	89	101	103	100	97	78
CNS(=O)(=O)Oc1ccc(-c2ccc3occc3c2)cc1	102	113	92	96	88	109	93	39
O=C(CSc1nc(-c2ccccc2)cc(=O)[nH]1)Nc1nc(-c2ccc(Cl)cc2)cs1	114	106	89	83	101	87	101	100
CC(=O)c1c(C)nc(SCC(=O)Nc2cccc(O)c2)n1-c1ccc(Cl)cc1	105	94	100	95	96	97	96	96
CC(=O)C1=CC=C(c2cc3cc(Br)ccc3oc2=O)NC1C(F)(F)F (configuration not stated)	62	101	.	106	110	107	88	102
SMILES	HOP-62	M14	HOP-92	MOLT-4	CCRF-CEM	RPMI-8226	A549/ATCC	EKVX
CCCCn1cnc2c(=S)nc[nH]c21	104	111	88	103	110	97	107	107
O=C(O)c1cc(NCc2ccccc2Cl)ccc1N1CCOCC1	101	97	106	105	105	111	99	96
O=C(O)c1cc(-c2ccccc2)ccc1O	92	100	95	97	96	100	96	.
CCOC(=O)c1nn(-c2ccccc2)cc1/C=C1\SC(=S)N(CCc2ccccc2)C1=O	96	90	18	88	105	103	92	95
Clc1cccc(Cl)c1Cn1c(-c2cncs2)nc2ccccc21	97	89	71	63	85	57	73	.
O=C(O)CCN1C(=O)CCSC1=S	109	98	128	101	98	103	102	99
C=C1C[C@H]2[C@@H]3C=C(C)C4=CC(=O)CC[C@]4(C)[C@H]3CC[C@]2(C)[C@@]1(OC(C)=O)C(C)=O	101	100	68	100	88	80	78	89
Cc1c(C(N)=O)sc2c1C(=O)N(Cc1ccccc1)C1=NN=C(c3ccc(Cl)cc3)CN12	66	41	.	.	.	.	46	63
Cc1ccc(C2C(C(=O)c3ccco3)=C(O)C(=O)N2CCCN2CCOCC2)o1 (configuration not stated)	188	114	91	72	84	112	95	104
COc1ccc(-c2nn(-c3cccc(NS(=O)(=O)c4ccc(C)cc4)c3)cc2-c2ccncc2)cc1Cl	95	102	74	73	83	81	91	.
COC(=O)[C@]12CC[C@@H](C)[C@H](C)[C@@H]1C1=CC[C@@H]3[C@@](C)(CC#N)C4=C(C[C@@]3(C)[C@]1(C)CC2)OC[C@]4(C)C=O	-24*	-1.5*	2.7*	2.4*	1.7*	2.5*	-74*	-12*
CCOC(=O)c1c2c(c(C)n1C)-c1oncc1CC2	69	126	74	92	95	72	100	49
O=C1NC(=O)C(c2cc(-c3cc4ccccc4[nH]3)no2)C(=O)N1	85	106	66	97	101	98	88	102
COc1cc2ccccc2oc1=O	101	99	84	99	95	100	95	102
Cc1cccc(-c2ccccc2Oc2ccc3nnc(Cl)n3n2)c1	114	98	130	103	103	107	99	98
COc1cc(OC)cc(C(=O)Nc2ccc(CN3CCc4nc5cc(OC)c(OC)cc5cc43)cc2)c1	114	104	93	92	88	89	99	.
C=C1C(=O)O[C@@H]([C@H](C)CCCC(C)=O)[C@@H]2O[C@H]([C@@]3(C)CCC(=O)O3)C[C@@H]12	109	104	110	102	.	108	101	99
CCOC(=O)c1csc(NC(=O)c2ccc(Nc3ccc([N+](=O)[O-])cc3C)c([N+](=O)[O-])c2)n1	109	109	104	103	108	107	99	81
c1ccc2oc(-c3ccc(CCC4CC4)cc3)cc2c1	102	98	113	103	128	111	98	94
COc1ccc(C(=O)c2sc3nc(-c4cccs4)ccc3c2N)cc1OC	71	42	-0.7*	23	35	43	36	.
CCCCCCNC(=O)Oc1ccc(/C(=C(/C)Cc2ccc(OC)cc2)c2ccc(OCCN(C)C)cc2)cc1	75	-54*	46	31	48	29	54	78
Cn1c(=S)c2[nH]c(SCCC(C)(C)C)nc2n(C)c1=O	88	72	98	59	47	63	44	70
NS(=O)(=O)c1ccc(N2CC(c3nc4ccccc4[nH]3)CC2=O)cc1 (configuration not stated)	85	97	100	96	98	103	99	.
CC(C)C1=C[C@@]23CC[C@H]4[C@](C)(CO)CCC[C@]4(C)[C@H]2C[C@@H]1[C@@H]1[C@H]3[C@@H](OCCCN)CC[C@@H]1OCCCN	100	94	.	82	106	82	82	85
COc1ccc(NC(=O)n2nc(/C=C\c3ccc(O)c(OC)c3)cc2/C=C\c2ccc(O)c(OC)c2)cc1	33	5.0*	89	12	12	21	27	52

Structural class: those above with a CF3 group
SMILES	HOP-62	M14	HOP-92	MOLT-4	CCRF-CEM	RPMI-8226	A549/ATCC	EKVX
CCC(=O)N1N=C(c2ccc(-n3ccc(C(F)(F)F)n3)c(F)c2)CC1c1ccc[nH]1 (configuration not stated)	106	108	120	104	98	94	103	102
CC(=O)C1=CC=C(c2cc3cc(Br)ccc3oc2=O)NC1C(F)(F)F (configuration not stated)	62	101	.	106	110	107	88	102

Reformatted: entries from further up
Clc1cccc(Cl)c1Cn1c(-c2cncs2)nc2ccccc21
  HOP-62: 97
  M14: 89
  HOP-92: 71
  MOLT-4: 63
  CCRF-CEM: 85
  RPMI-8226: 57
  A549/ATCC: 73
  EKVX: .

C=C1C(=O)O[C@@H]([C@H](C)CCCC(C)=O)[C@@H]2O[C@H]([C@@]3(C)CCC(=O)O3)C[C@@H]12
  HOP-62: 109
  M14: 104
  HOP-92: 110
  MOLT-4: 102
  CCRF-CEM: .
  RPMI-8226: 108
  A549/ATCC: 101
  EKVX: 99

(list continues)
SMILES	HOP-62	M14	HOP-92	MOLT-4	CCRF-CEM	RPMI-8226	A549/ATCC	EKVX
Cc1ccc(C(=O)NNC(=O)c2ccc3ccccc3c2)cc1	99	107	95	97	106	104	93	105
COc1ccc(/C=C2\CN(C)Cc3c2[nH]c(=O)c(C#N)c3-c2ccc(OC)c(OC)c2)cc1OC	96	92	54	82	82	90	106	83
CC(=O)NCCc1ccccc1	101	104	85	92	97	106	100	100
O=C(c1ccc(F)cc1)C1CCN(CCCn2c(=O)[nH]c3ccccc32)CC1	97	91	90	92	91	91	94	.
COc1cc2c(cc1O)[C@H]1[C@H](c3ccccc3Cl)OC(=O)N1CC2	82	100	85	82	86	76	88	102
Cc1ccc(-c2ccc(CCC(=O)Nc3ncc(Cc4ccc(F)cc4)s3)o2)cc1	98	102	93	98	87	97	94	95
O=C(Nc1ccccc1O)c1ccc(NS(=O)(=O)c2cccc3cccnc23)cc1	38	41	.	29	33	15	51	.
C=CCN1C(=O)/C(=C\c2ccc(F)cc2)S/C1=N\NC(=O)C(CCSC)NC(=O)c1ccccc1 (configuration not stated)	113	105	83	94	92	81	95	113
NS(=O)(=O)c1ccc(NCC/C(=N\O)c2ccccc2)cc1	107	108	113	105	108	106	102	105
CC(C)(C)CC(C)(C)Nc1c(-c2c(O)c3ccccc3oc2=O)nc2c(Cl)cc(C(F)(F)F)cn12	92	92	88	83	89	99	85	97
Cc1csc(/N=C(N)/N=C(\N)c2cccnc2)n1	74	52	52	83	79	86	82	83
COc1cc2oc(-c3cccc(NC(=O)c4ccc([N+](=O)[O-])cc4)c3)cc(=O)c2c(OC)c1OC	66	55	37	48	41	13	50	66
COc1cc2c3c(n(CCCn4ccnc4)c(=O)c2cc1OC)-c1nc2c(cc1C3=O)OCO2	23	20	117	21	19	44	48	92
CCN(CC)CCCCCCCNc1nccc2ccccc12	101	102	90	111	93	95	99	.
COc1ccc(C(O)C(NCCO)c2ccc(OC)cc2)cc1 (configuration not stated)	95	92	102	95	113	92	94	92
C#CCOc1cc(N(CC)CC)ccc1C(C(=O)NC(C)(C)C)N(C(=O)C1CCc2cc(F)ccc2O1)c1cc(C)cc(C)c1 (configuration not stated)	52	40	9.2*	16	36	18	36	33
Nc1cccc2cccc([N+](=O)[O-])c12	98	107	.	.	102	98	106	120
C[C@H]1CCC/C=C/[C@@H]2C[C@H](O)C[C@H]2[C@H](O)/C=C/C(=O)N1	80	104	82	99	81	78	107	93
Cc1cc(NS(=O)(=O)c2ccccc2)ccc1O	87	98	99	95	98	101	98	103
C[C@@H]1CN[C@@H](C)CN1	95	.	111	117	106	113	106	110
COC1OC(CO)C(N=C(C)C)C1O (configuration not stated)	107&103	101&111	116	107&92	101&99	114&100	112&105	114&112
CC(C)(C)C(=O)OC(CC(F)F)c1ccc2ccccc2c1 (configuration not stated)	111	88	98	99	100	100	98	94
O=S(=O)(NCC(F)F)c1ccc(-c2cnc(C3CC3)o2)cc1	91	100	77	83	86	89	93	106
O=c1[nH]ccc(=S)[nH]1	108	105	109	95	102	97	75	104
CCOC(=O)C#Cc1c(C(=O)OCC)nnn1Cc1ccc(C(F)(F)F)cc1	103	31	66	25	8.8*	7.4*	96	94
SMILES	HOP-62	M14	HOP-92	MOLT-4	CCRF-CEM	RPMI-8226	A549/ATCC	EKVX
COc1ccc(-c2nn(-c3ccccc3)cc2C2CC(c3cc4ccccc4oc3=O)=NN2C(C)=O)cc1 (configuration not stated)	98	102	103	111	114	110	102	101
CCCC/C(=N/NC(N)=O)C(OC)OC	111	96	59	120	102	105	88	124
O=C1[C@@H](Oc2ccc(Cl)cc2)[C@]2(C3CCCCC3)c3ccsc3CCN12	106	79	87	74	82	70	73	79
CCOC(=O)C1=C(C(=O)c2ccc(OC)cc2)C(c2ccc([N+](=O)[O-])cc2)C(C(=O)c2ccc(OC)cc2)=C(C(=O)OCC)N1	91	91	72	67	83	52	74	56
CCCCc1nc2c([nH]1)c(=O)n(C)c(=O)n2C	100	107	.	106	99	93	93	104
COc1ccc(/C=C/C(=O)c2ccc3cc(OC)ccc3c2)cc1	97	101	94	101	91	94	86	106
Cc1ccc(-c2[nH]ncc2CNCCSc2nccn2C)cc1	104	102	99	103	106	107	94	110
OC1(C#CC2(O)CCCC2)CCCC1	102	88	.	90	99	108	100	.
Cc1ccccc1-c1noc(-c2n[nH]n3c2nc(=O)c2c(C)c(C)sc23)n1	98	105	98	108	101	103	101	93
O=C(CCCCCCNC(=O)C(O)(O)C(F)(F)F)Nc1ncc(-c2ccccc2)s1	-6.5*	14	-19*	5.1*	23	15	-13*	21
C#CCN(C)CCCOc1ccc(NC(=O)CCCCCCC(=O)NO)cc1Cl	30	23	-14*	17	15	0.2*	20	51
O=C(O)CCCC(C(=O)O)N1C(=O)CSC1=S (configuration not stated)	101	105	88	99	102	105	98	94
O=C1OC(c2ccccc2)=CC1(c1ccccc1)c1ccccc1	.	101	73	97	106	108	100	61
Clc1sc2ccccc2c1Cl	98	106	103	102	100	103	98	.
c1cn2cc(-c3ccc4c(c3)ncn4C3CCCCC3)nc(-c3ccc4c(c3)ncn4C3CCCCC3)c2n1	79	103	.	56	65	48	95	90
Cc1ccccc1N1CCN(C(=O)c2cccnc2)CC1	98	89	87	97	.	109	105	110
Cc1ccc(NC(=O)c2cccc(CN3CCN(C)CC3)c2)cc1Oc1ccc(-c2[nH]nc3ncnc(N)c23)cc1	81	.	65	0.4*	47	49	62	97

Part of the list above in order of formula weight, lowest first:
SMILES	HOP-62	M14	HOP-92	MOLT-4	CCRF-CEM	RPMI-8226	A549/ATCC	EKVX
O=C1[C@@H](Oc2ccc(Cl)cc2)[C@]2(C3CCCCC3)c3ccsc3CCN12	106	79	87	74	82	70	73	79
C#CCN(C)CCCOc1ccc(NC(=O)CCCCCCC(=O)NO)cc1Cl	30	23	-14*	17	15	0.2*	20	51
CCOC(=O)C1=C(C(=O)c2ccc(OC)cc2)C(c2ccc([N+](=O)[O-])cc2)C(C(=O)c2ccc(OC)cc2)=C(C(=O)OCC)N1	91	91	72	67	83	52	74	56

Bioassay records: PubChem, NCI
